BoNT A protease = inhibitors of Botulinum neurotoxin A light chain protease | inhibition, % at 10 µM | multiplex microsphere protease substrate cleavage, flow cytometry | hit rate 0.17% among 360,000 | AID 588499; also: plate controls were buffer without enzyme for full effect and enzyme alone for no effect
PrPC surface inh = cell surface PrPC inhibition, primary TR-FRET screen | TR-FRET read-out | inhibition, % at 13.8 µM | hit rate 0.43% among 370,000; in the data active = inhibition above about 24%; also: 0% = median of the test wells and 100% = reference compound wells
MazF activator = increases E. coli MazEF RNase cleavage of RNA; hit rate 0.32% among 350,000; P0AE70; FAM/BHQ RNA-DNA oligo cleavage fluorescence, 5 h; activation, % at 20 µM; in the data active = activation above about 50%
Target sequence (P0AE70 whole entry, looked up): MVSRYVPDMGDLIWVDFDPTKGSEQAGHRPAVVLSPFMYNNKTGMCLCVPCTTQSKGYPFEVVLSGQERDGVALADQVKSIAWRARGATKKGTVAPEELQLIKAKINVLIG
BoNT F protease = inhibitors of Botulinum neurotoxin F light chain protease; Multiplex microsphere protease cleavage assay, flow cytometry; inhibition, % at 10 µM; hit rate 0.22% among 360,000; AID 588497; in the data active = inhibition above about 35%, passing the limit was not always enough; inconclusive = no clear call, values can overlap the other calls; also: plate controls were buffer without enzyme for full effect and enzyme alone for no effect
VHR inh abs = DUSP3 (human) phosphatase inhibition; P51452; recombinant VHR phosphatase, pNPP absorbance; inhibition, % at 13.3 µM; hit rate 0.52% among 290,000; AID 1654; in the data active = inhibition above about 50%; also: some compounds called inactive have numbers as strong as hits
Target sequence (P51452 whole entry, looked up): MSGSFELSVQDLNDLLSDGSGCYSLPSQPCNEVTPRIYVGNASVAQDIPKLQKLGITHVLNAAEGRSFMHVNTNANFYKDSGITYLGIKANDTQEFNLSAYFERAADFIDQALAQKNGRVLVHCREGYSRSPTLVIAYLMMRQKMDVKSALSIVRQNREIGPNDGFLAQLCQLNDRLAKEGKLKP
SSB-PriA inh = inhibitors of Klebsiella pneumoniae PriA binding to SSB C-terminal tail; AlphaScreen SSBct-PriA binding, biotinylated peptide; inhibition, % at 33 µM; hit rate 0.6% among 430,000; AID 1272365; in the data active = inhibition mostly above about 37%, no sharp cut-off; inactive = mostly below about 20%;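 also: plate controls were negative control peptide for no effect and reference peptide for full effect; strong numbers were not always called active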
CCHFV vOTU inh = blocks the CCHF virus ovarian tumor domain protease. inhibition, % at 11.5 µM. hit rate 0.55% among 370,000. CCHFV vOTU protease, Pep-AMC fluorescence; in the data active = inhibition above about 30%; also: 0% = vehicle wells with enzyme and 100% = no enzyme wells
3CLpro inhibitor = SARS-CoV 3CLpro protease inhibition | P0C6X7 | recombinant SARS-CoV 3CLpro, quenched FRET peptide cleavage | inhibition, % at 6 µM | hit rate 0.14% among 290,000 | AID 1706; in the data active = inhibition above about 12%
Rv3671c inh = Rv3671c (M. tuberculosis) protease inhibition; hit rate 0.048% among 320,000; AID 2606; inhibition, % at 5.96 µM; in the data active = inhibition above about 38%;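 also: extracellular domain of Rv3671c used as enzyme; 0% = enzyme with DMSO and 100% = no enzyme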
Target sequence (P9WHR9 whole entry, looked up, the tested form may be a part): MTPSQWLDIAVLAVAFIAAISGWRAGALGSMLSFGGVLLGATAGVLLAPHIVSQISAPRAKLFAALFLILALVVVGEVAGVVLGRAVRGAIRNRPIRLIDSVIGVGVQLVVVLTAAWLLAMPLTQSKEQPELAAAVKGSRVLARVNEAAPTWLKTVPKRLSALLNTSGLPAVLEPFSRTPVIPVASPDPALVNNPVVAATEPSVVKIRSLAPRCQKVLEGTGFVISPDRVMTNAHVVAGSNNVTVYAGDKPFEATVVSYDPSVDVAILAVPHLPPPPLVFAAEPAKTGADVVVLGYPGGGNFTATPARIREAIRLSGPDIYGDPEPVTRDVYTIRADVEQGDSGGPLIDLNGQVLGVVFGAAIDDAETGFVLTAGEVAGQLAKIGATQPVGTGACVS
Anthrax LF prot = inhibitors of Bacillus anthracis lethal factor protease; P15917; multiplex microsphere protease cleavage assay, LF; inhibition, % at 10 µM; hit rate 0.12% among 360,000; also: plate controls were buffer without enzyme for full effect and enzyme alone for no effect
Starred values were filed as active, the others as inactive; ? = inconclusive; . = no result given; & = joins results of further samples. Rule as the data show it, unless noted: active = inhibition above about 30%; inconclusive = no clear call, values can overlap the other calls; inactive = below that. Only part of the results is shown; rates above refer to the full screens.

SMILES	BoNT A protease	PrPC surface inh	MazF activator	BoNT F protease	VHR inh abs	SSB-PriA inh	CCHFV vOTU inh	3CLpro inhibitor	Rv3671c inh	Anthrax LF prot
CCc1ccc2[nH]c3nc(SCc4nnc(-c5ccc(C)cc5)o4)nnc3c2c1	-0.2	1	3	23	13	-5	8	1	-8	1
COc1cccc(NC(=O)C2(C)CCN2C(=O)C2CCCCC2)c1 (configuration not stated)	0.4	7	.	13	.	.	3	.	.	-5
O=C(NCCc1ccc(Cl)cc1)C1CCC(CNc2c(N3CCCCC3)c(=O)c2=O)CC1 (configuration not stated)	-0.5	-3	12	-11	-4	-13	-11	-4	4	-4
CCOC(=O)c1ccc(S(=O)(=O)Nc2nc3cc(S(=O)(=O)NC4=NCCCCC4)ccc3s2)cc1	0.0	0	-4	-3	-19	-7	25	1	-17	0
Cc1ccc(NC(=O)Cn2sc3nc(C)cc(C)c3c2=O)c(Cl)c1	4.4	6	-54	2	25	-1	3	-1	-3	-4
CCOc1cccc(CN(CC)CC2CCCN(CCc3cccc(OC)c3)C2)c1O (configuration not stated)	-3.3	-3	4	-31	42	7	-8	0	2	-5
Cc1ccc(S(=O)(=O)N2C[C@H]3C(=O)C[C@@H](c4ccccc4F)N(S(=O)(=O)c4ccc(C)cc4)[C@H]3C[C@H]2c2cccc3ccccc23)cc1	0.2	0	-18	-2	.	.	15	.	.	-2
Cc1ccc(-c2nn3c(C)nnc3s2)cc1NC(=O)c1ccc(-c2cccc(Cl)c2)o1	-0.2	-4&-4	-27	-3	3	-4	11	6	.	-6
O=C(NCCc1ccccc1)c1cc(S(=O)(=O)N2CCCCC2)c[nH]1	-0.6	2	.	-1	.	.	3	.	.	-3
Cc1cc(C(=O)N2CCN(C/C=C/c3ccccc3)CC2)cs1	0.9	.	-24	-2	-5	9	.	-2	-4	-2
N#CC1=C(N)Oc2cc(N)ccc2C1c1cccc(Br)c1 (configuration not stated)	4.7	-6	-20	?	18	7	-13	3	.	-11
O=C1Nc2ccccc2N=C(c2ccc3c(c2)OCO3)C1N(CCc1ccccc1)C(=O)CSc1ncccn1 (configuration not stated)	0.2	5	.	0	.	.	11	.	.	7
Nc1ccc(C(=O)N/N=C/c2ccc(N3CCOCC3)s2)cc1	0.2	-13	-5	-10	.	.	8	.	-4	-10
COc1ccc(C2=NN(c3nc4ccccc4s3)C(=O)C2)cc1	-0.7	8	8	-8	-11	-5	-11	2	2	-10
CCOc1ccccc1N1C(=O)NC(=O)/C(=C/c2ccc3c4c(cccc24)CC3)C1=O	.	4	-15	.	22	-2	-30	2	-10	.
O=S(=O)(Nc1cccc(-c2ccc(N3CCCCCC3)nn2)c1)c1ccccc1F	0.5	-1	8	5	-6	4	19	6	-20	0
COc1ccc(C(=O)Nc2cccc([N+](=O)[O-])c2)cc1Br	-1.9	0	-5	-16	.	-18	16	-2	8	1
CCOc1ccc(N2CC(C(=O)NCCN3C(=O)S/C(=C/c4cccnc4)C3=O)CC2=O)cc1 (configuration not stated)	0.8	-2	-2	1	.	3	12	.	.	3
CC1CCCC(NC(=O)C2CCN(S(=O)(=O)N3CCOCC3)CC2)C1C (configuration not stated)	-0.2	-4	0	1	-8	2	-1	0	1	-2
COc1ccc(C(=O)NCC23C=CC(O2)C2C(=O)N(Cc4ccccc4)C(=O)C23)cc1 (configuration not stated)	?	3	5	0	44	-10	2	3	-1	2
O=C(NCCCN1CCOCC1)c1cc2c(s1)CSC2	3.8	-7	-2	11	22	-16	-2	-1	0	-2
COc1ccc2c(CSc3nc4nc(C)cc(C)n4n3)cc(=O)oc2c1	1.2	-6	-3	-22	32	-19	21	1	-7	-1
COc1cc2c(-c3ccc4[nH]ccc4c3)c(-c3ccc(C#N)cc3)oc(=O)c2cc1OC	-0.2	0	-19	-4	.	4	-24	.	-23	-9
COc1ccc(/C=N/Nc2nc(Nc3ccccc3)nc(N3CCCCC3)n2)cc1OC	-0.2	0	-2	-9	25	.	-7	2	2	5
CN1CCN(c2ccc(NC(=S)NC(=O)c3cccc4c(Br)cccc34)cc2)CC1	0.5	3	34	2	-2	37	-2	-4	-8	0
O=C(O)COc1ccc(/C=C/C(=O)c2ccc(C3CCCCC3)cc2)cc1	1.1	4	3	2	7	2	5	6	-10	3
O=C(Cc1ccccc1)Nc1cccc([N+](=O)[O-])c1	0.9	-21	-7	3	-20	-1	7	-3	-15	0
CC(=NNC(=O)c1cccc(S(=O)(=O)N2CCCC2)c1)c1ccccc1	-0.7	5	-3	-6	.	-10	1	.	0	-4
CCOC(=O)NC1(C(F)(F)F)NC(=O)N(Cc2ccco2)C1=O (configuration not stated)	?	3	10	0	16	-2	-7	-1	0	2
Cc1ccc(Nc2nc(C)cc(C)c2C(N)=O)c(C)c1	-0.6	0	1	7	13	-6	-11	0	3	-6

Rewritten with values under each structure: 3 of the compounds above
Results follow in this order: BoNT A protease	PrPC surface inh	MazF activator	BoNT F protease	VHR inh abs	SSB-PriA inh	CCHFV vOTU inh	3CLpro inhibitor	Rv3671c inh	Anthrax LF prot
- COc1ccc2c(CSc3nc4nc(C)cc(C)n4n3)cc(=O)oc2c1
 : 1.2	-6	-3	-22	32	-19	21	1	-7	-1
- COc1cc2c(-c3ccc4[nH]ccc4c3)c(-c3ccc(C#N)cc3)oc(=O)c2cc1OC
 : -0.2	0	-19	-4	.	4	-24	.	-23	-9
- COc1ccc(/C=N/Nc2nc(Nc3ccccc3)nc(N3CCCCC3)n2)cc1OC
 : -0.2	0	-2	-9	25	.	-7	2	2	5

Continuation.
SMILES	BoNT A protease	PrPC surface inh	MazF activator	BoNT F protease	VHR inh abs	SSB-PriA inh	CCHFV vOTU inh	3CLpro inhibitor	Rv3671c inh	Anthrax LF prot
COCCN(Cc1nc(C(c2ccccc2)c2ccccc2)no1)C(C)C	2.8	7	0	?	25	-33	10	-2	0	13
CCOc1ccc(NC(=O)CCSc2ccc3ccccc3n2)cc1	0.1	62*	-4	-1	12	2&-4	28	5	-11	0
CCn1c(SCC(=O)C(C)(C)C)nnc1-c1cnccn1	-1.2	5	11	-6	31	-11	-1	1	7	-4
CCC1(c2ccccc2)NC(=O)N(CC(=O)N(c2ccccc2)C2CCS(=O)(=O)C2)C1=O (configuration not stated)	-0.1	4	9	1	.	-12	-1	.	6	-1
CCN(CC)S(=O)(=O)c1cccc(NC(=O)COC(=O)c2cccs2)c1	-0.1	-2	4	-7	11	1	7	1	-3	-3
Cc1cccc(-n2c(C)nc3ccccc3c2=O)c1C	-0.3	1	11	-1	6	0	1	1	-6	4
c1ccc2c(c1)NC1(CCCC1)n1c-2nc2ccccc21	0.0	10	0	6	-5	-4	-206	-5	5	-2
COc1ccc(CNC(=O)CN(c2ccc(OC)cc2)S(=O)(=O)c2c(C)nn(C)c2C)cc1	-0.7	4	-1	-3	46	-7	-15	1	-1	0
Cc1nc(NC2=NCN(CCCN3CCOCC3)CN2)nc2c(C)cccc12	-2.7	.	-6	10	28	8	.	5	6	8
CCCc1nc2c(c(=O)c3ccccc3n2C)c(=O)n1C1CCCCCC1	0.9	3	4	1	37	-3	-10	5	-7	-1
N#CCC(=O)Nc1ccc(C(=O)NCCc2c[nH]c3ccccc23)cc1	2.6	2	8	0	13	7	-3	0	-74	-5
COc1ccc(SCCC(=O)NCc2ccncc2)cc1	-0.6	6	-2	0	21	-15	-11	2	4	2
Cc1ccc(OCc2nc(C#N)c(NCCCn3ccnc3)o2)cc1	0.2	-4	4	3	12	-14	4	-1	6	1
CC(=O)COc1cc(C)cc2oc(=O)c(C)c(C)c12	-0.5	-7	1	-5	22	-12	-11	0	2	-4
COCCn1c(=S)[nH]c2sc3c(c2c1=O)CCCC3	-0.5	0	1	1	7	2	6	-4	-13	-1
c1ccc(-n2nnc3cnccc32)cc1	-0.4	-5	-1	-4	2	-14	3	1	-1	1
COc1ccccc1N(CC(=O)NC(C)(C)C)C(=O)C1CSC(=O)C1 (configuration not stated)	0.3	4	10	12	-10	-1	15	0	-3	-9
Cc1cc(C)c(OCC(=O)Nc2ccc(S(=O)(=O)N3CCCC3)cc2)c(C)c1	3.1	4	-23	8	.	9	12	.	-17	6
CN(C)C(CNC(=O)C1CC(=O)N(c2cccc(C(F)(F)F)c2)C1)c1ccccc1 (configuration not stated)	-0.6	2	-3	-5	.	.	1	.	.	-4
CCOc1ccc(C(C)=O)cc1COC(=O)c1cnc(Cl)c(Cl)c1	-0.7	5	-15	2	26	-7	2	3	-11	-2
COc1cccc(C(=O)NCC2(c3ccccc3)CCCC2)c1	-0.2	0	-4	-6	15	-22	-1	0	0	-6
CC(NC(=O)OCc1ccccc1)C(=O)N1CC(O)CC1C(=O)O (configuration not stated)	0.5	1	-12	12	13	-5	-1	2	.	1
COc1ccc(NS(=O)(=O)c2cccc3nonc23)c(OC)c1	0.8	-24	3	-1	-8	26	6	1	-2	0
Cc1ccc2nc(N(CCCN(C)C)C(=O)c3ccc(Br)s3)sc2c1	2.0	-5	28	6	-26	11	10	-4	-8	-9
O=S(=O)([N-]c1nc2ccccc2nc1-[n+]1ccccc1)c1ccc(Cl)cc1	0.3	-33	1	20	22	6	9	2	4	4
COCc1cc(C)n(CC(=O)NCc2ccccc2)c(=O)c1C#N	-0.3	7	-1	-8	15	-13	-18	0	5	-1
COc1cccc(-c2ocnc2C(=O)Nc2ccc(N3CCOCC3)cc2N2CCOCC2)c1	2.9	-5	4	1	80	-1	8	4	13	-3
Cc1cc(OCc2cc(C(=O)N3CCN(C)C(=O)[C@@H]3C)no2)cc(C)c1Cl	0.1	15	-4	2	-9	-4	0	-4	4	2
N/C(=N\OC(=O)CCCOc1ccccc1)c1ccc([N+](=O)[O-])cc1	0.8	-3	-5	2	10	.	2	0	0	-7
CC(C)Oc1ccc(CNC(=O)CC(c2ccccc2)c2cc(Cl)ccc2O)cc1 (configuration not stated)	-3.9	12	3	-40	0	-3	14	6	-16	-8

An excerpt from above, showing only SSB-PriA inh and MazF activator:
mol,SSB-PriA inh,MazF activator
Cc1cc(OCc2cc(C(=O)N3CCN(C)C(=O)[C@@H]3C)no2)cc(C)c1Cl,-4,-4
N/C(=N\OC(=O)CCCOc1ccccc1)c1ccc([N+](=O)[O-])cc1,.,-5

Next entries:
SMILES	BoNT A protease	PrPC surface inh	MazF activator	BoNT F protease	VHR inh abs	SSB-PriA inh	CCHFV vOTU inh	3CLpro inhibitor	Rv3671c inh	Anthrax LF prot
COc1cc2c(cc1OC)CN(CC(=O)Nc1ccc(F)cc1F)CC2	-2.9	7	2	-14	11	6	-9	-11	-2	-11
COC(=O)C1=C(c2ccc(OC)c(OC)c2)C[C@@H]2CC[C@H]1N2C(=O)N1CCC(C)CC1	-1.0	6	-1	-12	.	-5	0	.	-9	-4
CC1CCCC(NC(=O)COC(=O)c2cc(S(=O)(=O)N3CCOCC3)ccc2F)C1C (configuration not stated)	5.1	2	9	3	.	4	0	.	1	-3
Cc1ccc2c(c1)N(S(=O)(=O)c1ccc(F)cc1)C(C(C)(C)C)CO2 (configuration not stated)	-0.2	5	-3	-10	7	-22	1	-4	0	-7
O=C(CCN1C(=O)c2ccccc2C1=O)Nc1ccc2c(c1)OCCO2	4.1	1	-7	3	6	-8	-13	6	-3	-3
COc1ccc(-c2c(-c3ccccc3OC)sc3ccccc23)cc1C=O	0.0	-3	-1	-4	.	-49	8	.	-2	-2
COc1ccccc1C(=O)NC(=S)Nc1ccccc1N1CCCCC1	-0.7	-3	-3	2	6	-7	-2	4	-12	0
COc1ccc(NC(=O)COC(=O)Cn2nnc3ccccc32)cc1	-0.6	-3	-3	0	8	4	19	-2	0	0
O=C(O)COc1ccc(Br)cc1/C=C1/SC(=O)N(CC(=O)N2CCCC2)C1=O	1.3	-19	-13	16	13	-3	3	2	-2	0
CN(C)C(=O)c1ccc(NC(=O)COC(=O)C2=COCCO2)cc1	2.9	2	3	17	.	-1	4	.	4	7
CCCn1c(=O)c(C(=O)OCC)c(O)c2cc(Br)ccc21	-0.1	-4	-1	-2	10	2	-7	0	-2	0
COc1cc(OC)cc(C(=O)NCC(=O)N2CCN(c3ccc(O)cc3)CC2)c1	-2.6	2	-2	-5	26	1	-2	0	0	-2
O=C1CCCN1C(=O)COc1ccc([N+](=O)[O-])cc1	-0.1	14	3	4	.	-7	-14	.	1	-1

Source: PubChem (several laboratories)
